Compound activity as filed in PubChem BioAssay.
UHRF1 binding: UHRF1 methylated DNA binding inhibitors, primary screen, counter-screen for MBD2 inhibitor project, biochemical, TR-FRET, human UHRF1, single concentration; E3 ubiquitin-protein ligase UHRF1 (Homo sapiens), Q96T88; UHRF1 binding to methylated oligo; inhibition, % at 4.4 µM; 370,000 tested, 0.75% active; AID 687016, 2013; in the data active = inhibition above about 21%;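 also: UHRF1 SRA domain binding a hemimethylated CpG hairpin DNA probe; 0% = median of test compound wells and 100% = reference inhibitor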
HTRA1 inh: HTRA1 serine protease inhibitors, primary screen, biochemical, fluorescence polarization, HTS. Q92743. recombinant HTRA1, FP-rhodamine activity-based probe. inhibition, % at 5.96 µM. 340,000 tested, 0.5% active; in the data active = inhibition above about 36%;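 also: 0% = enzyme with DMSO and 100% = wells lacking enzyme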
MBD2 DNA inh: inhibitors of MBD2 binding to methylated DNA, primary screen, biochemical, TR-FRET, DNA-binding domain, human | Methyl-CpG-binding domain protein 2 (Homo sapiens), Q9UBB5 | MBD2 binding to methylated oligonucleotide | inhibition, % at 4.4 µM | 370,000 tested, 0.31% active | AID 686964, 2013; in the data active = inhibition above about 13%
NPR2 activator: human GC-B receptor activators, primary screen, HEK293 GC-B cells, cGMP TR-FRET, EC30 CNP; Atrial natriuretic peptide receptor 2 (Homo sapiens), P20594; 0% at EC30 CNP, 100% saturating CNP; activation, % at 10 µM; 370,000 tested, 0.11% active; AID 1920062, 2024;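 active = activation at 10 µM reaching about 35% in either raw or pattern-adjusted values, limit read from the data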
TCR CD3 inh: inhibitors of human TCR-CD3 interaction, primary screen, biochemical, fluorescence, TAMRA-labeled TCR probe | T-cell receptor (TCR) | inhibition, % at 9.4 µM | 360,000 tested, 0.37% active | AID 651800, 2012; in the data active = inhibition above about 19%;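 also: recombinant mutant TCR 2C K166C tagged with TAMRA read by polarization; 0% = receptor in buffer alone and 100% = receptor with positive control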
NPR1 activator: GC-A stimulated cGMP production enhancers – HEK293 GC-A cells, cGMP TR-FRET, EC30 ANP, primary screen. 0% at EC30 ANP, 100% saturating ANP. Atrial natriuretic peptide receptor 1 (Homo sapiens), P16066. activation, % at 10 µM. 370,000 tested, 0.14% active; in the data active = activation above about 40%
Target sequence (P16066 whole entry, looked up): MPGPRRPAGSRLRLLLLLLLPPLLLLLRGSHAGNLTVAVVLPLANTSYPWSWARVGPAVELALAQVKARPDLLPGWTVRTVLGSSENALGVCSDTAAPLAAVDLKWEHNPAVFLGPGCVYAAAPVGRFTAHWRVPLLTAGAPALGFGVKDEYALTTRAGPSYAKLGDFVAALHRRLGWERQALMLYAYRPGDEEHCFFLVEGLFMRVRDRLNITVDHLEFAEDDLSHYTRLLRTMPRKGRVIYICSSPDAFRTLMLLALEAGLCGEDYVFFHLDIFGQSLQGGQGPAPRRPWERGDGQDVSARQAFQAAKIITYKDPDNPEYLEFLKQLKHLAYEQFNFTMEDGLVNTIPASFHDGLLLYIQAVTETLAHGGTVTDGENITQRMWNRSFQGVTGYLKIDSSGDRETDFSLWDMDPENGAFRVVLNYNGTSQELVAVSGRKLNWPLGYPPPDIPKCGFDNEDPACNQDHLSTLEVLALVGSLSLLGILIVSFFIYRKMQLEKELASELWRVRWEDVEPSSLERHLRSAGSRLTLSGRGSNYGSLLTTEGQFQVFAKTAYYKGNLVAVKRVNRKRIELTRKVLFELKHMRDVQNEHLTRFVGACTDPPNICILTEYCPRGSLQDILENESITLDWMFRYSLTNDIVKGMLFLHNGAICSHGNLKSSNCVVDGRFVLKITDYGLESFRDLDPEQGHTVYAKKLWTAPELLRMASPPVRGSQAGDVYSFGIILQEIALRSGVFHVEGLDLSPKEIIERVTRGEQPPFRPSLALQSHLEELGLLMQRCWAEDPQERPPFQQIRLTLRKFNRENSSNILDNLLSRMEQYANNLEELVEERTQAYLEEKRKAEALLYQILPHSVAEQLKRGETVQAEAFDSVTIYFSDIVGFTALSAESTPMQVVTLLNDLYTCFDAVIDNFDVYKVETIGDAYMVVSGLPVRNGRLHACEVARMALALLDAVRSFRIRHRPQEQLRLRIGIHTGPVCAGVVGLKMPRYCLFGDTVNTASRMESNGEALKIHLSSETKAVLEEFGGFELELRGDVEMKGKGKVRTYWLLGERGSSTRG
ABHD4 inh: ABHD4 inhibitors, primary screen, biochemical, fluorescence polarization, mouse | (Lyso)-N-acylphosphatidylethanolamine lipase (Mus musculus), Q8VD66 | purified mABHD4, FP-Rh probe fluorescence polarization | inhibition, % at 8.92 µM | 370,000 tested, 0.54% active | AID 720543, 2013;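 active = inhibition exceeding the mean over every tested compound plus 3 SD, cut at about 30% in these data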;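 also: 0% = plate median of compound wells and 100% = S159A mutant with DMSO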
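system = mouse ABHD4 enzyme, wild type | medium = HEPES pH 7.0, NaCl, Pluronic buffer | also added = FP-Rh probe | incubation = Enzyme–compound pre-incubation 45 min, then probe 60 min, both 25 °C | technique = fluorescence polarization, excitation 525 nm, emission 598 nm, BODIPY TMR filters | controls = S159A mutant high control, sample median low control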
rCAG RNA binder: binders of r(CAG) RNA repeats, primary screen, biochemical, fluorescence | 370,000 tested, 1.3% active | AID 651821, 2012 | r(CAG) RNA repeat, TO-PRO-1 dye displacement fluorescence | inhibition, % at 3 µM;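 active = inhibition above the plate cutoff, the mean of all test compounds on that plate plus 3 SD, cut at about 35% in these data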;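 also: 0% = DMSO alone and 100% = 100 µM mitoxantrone as full dye displacement; higher means more dye released from RNA so lower well fluorescence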
SIAE inh: human SIAE inhibitors, primary screen, biochemical, fluorescence polarization, FP-Rh probe, 1536-well HTS; Sialate O-acetylesterase (Homo sapiens), Q9HAT2; SIAE FP-Rh probe binding; inhibition, % at 9.66 µM; 370,000 tested, 0.69% active;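 active = inhibition above a cutoff: mean of compounds within the control limits plus 3 SD of those, cut at about 17% in these data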;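 also: 0% = plate median of compound wells and 100% = probe without SIAE protein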
PRMT1 inh: PRMT1 methyltransferase inhibitors, primary screen, biochemical, fluorescence polarization. 370,000 tested, 1.3% active. recombinant PRMT1, activity-based probe fluorescence polarization. inhibition, % at 2.79 µM. Protein arginine N-methyltransferase 1 (Homo sapiens), Q99873;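 active = inhibition above about 21% made by adding two undisclosed values, limit read from the data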
* hit, by the source's call; / = no result given. An excerpt; count on the stated rates, not on these rows.

Compound	UHRF1 binding	HTRA1 inh	MBD2 DNA inh	NPR2 activator	TCR CD3 inh	NPR1 activator	ABHD4 inh	rCAG RNA binder	SIAE inh	PRMT1 inh
COc1cc(OC)cc(C(=O)NCCNC(=O)c2ccco2)c1	2.2	5.5	3.0	0.7	-7.2	2.6	-8.0	0.7	1.3	1.2
COc1ccc(CN2C(=O)C(CC(=O)NCC3CCCCC3)CC(C(=O)N3CCOCC3)=C2C)cc1 (stereo unspecified)	-2.8	0.4	-1.9	2.3	9.9	2.0	0.8	1.6	1.3	-4.0
CC1CCCCN1C(=O)CSc1nc(N)nc(N)n1 (stereo unspecified)	2.2	-1.5	0.4	3.4	-6.8	-0.5	0.9	-2.7	8.9	2.5
CN(C)c1cccc(C(=O)NCC(c2ccco2)N(C)C)c1 (stereo unspecified)	-3.3	8.0	-7.4	0.8	0.7	-4.2	-12.1	2.4	-0.7	-5.1
Cc1cccc(OC(C)C(=O)Nc2ccc(S(=O)(=O)N3CCCC3)cc2)c1 (stereo unspecified)	0.2	-15.9	-3.9	8.0	-3.7	3.7	-1.0	-3.7	-5.5	-0.9
O=C(Nc1nccs1)c1ccc(NC(=O)c2ccco2)cc1	5.0	-8.9	-2.2	0.1	0.1	0.8	0.4	2.3	-6.3	1.7
Cc1ccc(NC(=O)CSc2n[nH]c(-c3ccncc3)n2)c(C)c1	0.9	3.0	-5.0	-8.9	-7.2	-2.1	-1.3	1.6	8.0	2.2
O=C(COC(=O)c1cn(-c2ccccc2)nc1-c1cccs1)NC1CC1	-2.7	-17.6	-3.5	1.4	-2.1	0.3	-8.1	4.5	-8.9	-0.7
Cc1cc(C)c(NC(=O)CN2C(=O)NC3(CCOc4ccccc43)C2=O)c(C)c1 (stereo unspecified)	0.1	1.1	1.6	-3.7	1.6	-0.2	6.6	-5.4	-0.7	-2.3
O=C(NCCc1ccc(Cl)cc1)c1ccc2nc[nH]c2c1	0.5	0.1	-4.2	-3.3	7.2	-0.6	-8.0	-1.0	-2.1	-0.5
Cc1ccc(S(=O)(=O)N(C)c2ccc(OC(C)C(=O)N(C)c3ccccc3)cc2)cc1 (stereo unspecified)	0.3	-5.7	-6.5	1.4	4.7	2.6	-2.5	-6.8	0.3	0.4
CCC(c1nnnn1Cc1ccco1)N1CCC(C(N)=O)CC1 (stereo unspecified)	-1.0	2.5	-2.8	2.9	10.4	0.3	-1.1	-0.5	2.9	-0.7

Next part.
Compound	UHRF1 binding	HTRA1 inh	MBD2 DNA inh	NPR2 activator	TCR CD3 inh	NPR1 activator	ABHD4 inh	rCAG RNA binder	SIAE inh	PRMT1 inh
CC1=C(C(=O)O)N2C(=O)C(NC(=O)c3nn(C)cc3Cl)C2SC1 (stereo unspecified)	-1.4	-2.8	1.9	5.1	0.7	-1.0	-0.2	-1.5	-6.3	5.5
CCC(C)C1=CC(=Nc2c(C)n(C)n(-c3ccccc3)c2=O)C=C(C(C)CC)C1=O (stereo unspecified)	-6.5	1.2	-5.6	2.0	5.3	4.2	9.3	-4.1	12.8	-3.2
Cc1onc(-c2ccccc2)c1C(=O)N1CCC(C)CC1	1.6	-1.1	1.8	-3.9	-0.9	-0.5	-8.0	1.8	-4.4	-0.2
O=C(CN1C(=O)C2(OCCCO2)c2ccccc21)NCc1ccc(F)cc1	0.8	/	1.7	3.0	/	1.2	3.8	1.1	0.4	-3.2
CCCc1cc(=O)[nH]c(SCC(=O)Nc2ccc(Br)cc2)n1	-1.1	2.0	-3.6	-3.8	2.2	-3.2	-6.8	3.5	-2.1	1.8
COc1cc(CNc2ncc(-c3ccc(Cl)cc3)n2C)cc(OC)c1OC	1.3	3.1	-1.2	-3.4	2.3	-4.9	15.8	-0.7	4.1	1.4
COc1ccc(NC(=O)CSCC(=O)Nc2nnc(C)s2)cc1	3.2	4.3	0.0	-3.5	-4.1	-0.9	-4.9	3.9	-4.3	2.0
CCOc1ccc2[nH]c3c(N4CCc5ccccc5C4)ncnc3c2c1	-0.1	/	-3.1	22.5	-2.9	12.8	34.9*	5.5	16.1	-6.5
C/C(=N\NC(=O)NC1CCCCC1)c1ccc(OC(F)F)cc1OC(F)F	1.9	-20.3	-0.8	0.7	-1.9	1.9	1.1	-9.1	1.5	-0.2
Cn1c(Cc2cccs2)n[nH]c1=S	2.7	-7.5	0.0	-0.4	-6.2	0.4	0.7	-1.6	1.8	4.4
O=C(c1ccccc1SCc1ccccc1)N1CCOCC1	0.5	1.3	-8.0	5.4	6.0	3.0	0.6	-2.3	1.1	-3.1
CC1(C)C(=O)N(c2ccccc2)C(=O)c2ccccc21	1.0	3.1	9.2	1.6	-4.2	1.9	4.0	-2.0	-3.1	2.7

The listing continues:
Compound	UHRF1 binding	HTRA1 inh	MBD2 DNA inh	NPR2 activator	TCR CD3 inh	NPR1 activator	ABHD4 inh	rCAG RNA binder	SIAE inh	PRMT1 inh
CCOC(=O)C1=C(C)N(C2CCCCC2)C(=O)C1	-1.1	-0.3	3.5	9.5	-1.3	2.1	2.9	-2.3	-1.1	-0.2
CC12CC(NC(=O)N1c1cccc(C(=O)N3CCN(c4ccccc4)CC3)c1)c1ccccc1O2 (stereo unspecified)	-1.1	-4.6	-2.0	5.8	6.6	-0.5	0.1	-9.1	-2.0	-6.8
Cc1cccc(OCC(=O)N(Cc2ccccc2)c2c(N)n(Cc3ccccc3)c(=O)[nH]c2=O)c1	0.9	-8.4	1.9	-0.4	-5.3	-4.2	0.1	4.8	0.2	4.1
COc1cccc(/C=C/C(=O)NCc2ccc3c(c2)OCO3)c1	6.2	-7.0	3.8	2.5	-9.2	0.1	-8.7	0.1	4.7	-1.2
CC[C@]12C(=O)N(C)C[C@H]([C@@H]3C(=O)N(C)C(=O)[C@@H]31)N2C(=O)c1ccc(F)cc1	1.5	-3.6	-2.2	6.3	-0.6	-1.0	3.1	1.4	2.9	-0.1
O=C(CSc1nnc(-c2ccccc2)o1)N1CCc2ccccc2C1	-0.5	7.7	3.1	1.5	2.3	-1.3	2.6	3.2	2.2	3.8
C(=NN1CCCCCC1)c1cccc2ccccc12	-0.1	-11.9	-4.6	8.4	0.8	-4.4	1.5	4.2	3.9	-0.7
COCCCn1c(C)nnc1SCC(=O)NCc1ccco1	2.5	2.3	-5.3	-5.7	-1.9	1.3	5.8	0.6	1.1	-0.8
NS(=O)(=O)c1cccc(NC(=S)NC(=O)c2cccc([N+](=O)[O-])c2)c1	0.3	3.2	-3.4	0.5	-4.2	-5.8	-3.2	3.9	11.7	1.7
Cc1ccc(C)c(CSc2nnc(C)c(=O)[nH]2)c1	5.1	2.6	4.6	-3.8	-3.0	-8.3	-4.4	-0.3	-15.2	2.9
COc1cccc(OCc2cc(C(=O)N(Cc3nccn3C)C(C)C)no2)c1	0.2	0.7	-3.0	2.0	1.2	-3.3	2.3	-4.2	3.3	-0.9
O=C1CC2(CCCC2)Oc2ccccc21	5.5	-2.0	-2.2	-1.1	4.6	-0.6	0.0	1.1	5.6	-4.1

Other entries follow.
Compound	UHRF1 binding	HTRA1 inh	MBD2 DNA inh	NPR2 activator	TCR CD3 inh	NPR1 activator	ABHD4 inh	rCAG RNA binder	SIAE inh	PRMT1 inh
CC(=O)OCCCN1C(=O)c2ccc(Br)cc2C1=O	0.7	2.1	-0.2	-0.9	-2.9	3.1	7.1	2.5	-2.3	-1.0
C=C(C)COc1ccc(-c2[nH]ncc2-c2ccc(OC)c(OC)c2)c(O)c1	1.6	-13.8	0.0	-2.3	-4.9	-2.3	-5.4	1.1	3.1	-2.1
O=C(NN1C(=O)C2C3C=CC([C@H]4CC34)[C@@H]2C1=O)c1ccc(Br)cc1 (stereo partly specified)	1.5	-2.6	4.3	-1.6	8.3	0.6	-3.3	2.3	-6.0	-0.9
Cc1cc(C(=O)N2CCC2(C)C(=O)O)c(C)o1 (stereo unspecified)	3.5	/	3.8	2.4	3.2	4.4	0.4	0.4	8.5	1.6
CC1CN(C(=O)CCC(=O)NCCCN2CCC(Cc3ccccc3)CC2)c2cc(Cl)ccc2O1 (stereo unspecified)	1.2	4.5	-6.7	-20.1	3.2	-38.4	14.1	-5.9	9.7	4.0
COC(=O)C1=CN(Cc2ccc(OC)cc2)C=C(C(=O)OC)C1c1ccsc1	-0.8	-12.1	-2.8	-2.6	2.4	-13.1	-10.5	-1.6	-3.8	0.3
Cc1ccc(-n2c(SCC(=O)NCc3ccco3)nc3c([nH]c4ccccc43)c2=O)cc1	-1.5	1.7	2.7	-1.4	-3.5	21.2	9.2	6.3	6.2	4.9
Cc1ccc(OCC(=O)Nc2ccc(CN3CCOCC3)cc2)cc1C	1.0	9.0	1.5	4.2	0.1	2.7	0.2	-5.3	5.5	-1.4
Cc1ccc(S(=O)(=O)N(CC(=O)NCCSC2CCCCC2)c2ccccc2F)cc1	1.4	3.3	-0.9	2.3	-6.2	0.8	-0.1	1.6	-0.1	2.4
Cc1ccccc1Nc1ccc(S(=O)(=O)N2CCOCC2)cc1[N+](=O)[O-]	-3.1	-2.9	0.3	-1.7	-8.9	2.0	-12.7	7.0	-5.3	3.8

Whole records from above. Values in the order: UHRF1 binding	HTRA1 inh	MBD2 DNA inh	NPR2 activator	TCR CD3 inh	NPR1 activator	ABHD4 inh	rCAG RNA binder	SIAE inh	PRMT1 inh
`Cc1ccc(-n2c(SCC(=O)NCc3ccco3)nc3c([nH]c4ccccc43)c2=O)cc1` across the screens: -1.5	1.7	2.7	-1.4	-3.5	21.2	9.2	6.3	6.2	4.9
`O=C(NN1C(=O)C2C3C=CC([C@H]4CC34)[C@@H]2C1=O)c1ccc(Br)cc1` (stereo partly specified) across the screens: 1.5	-2.6	4.3	-1.6	8.3	0.6	-3.3	2.3	-6.0	-0.9
